BRCA1 expr up – activators of BRCA1 expression; hit rate 1.1% among 380,000; Potency, µM (highest dose often 46.1 µM), for the others: at the top dose activation, hits mostly activators; MCF7-BRCA1-FFLuc reporter, luminescence, 48 h; response scale: scaled: vehicle 0%, 10 µM genistein 100%; AID 624202; further: potency means the concentration at half of the fitted maximal effect; nearly all actives have a fitted effect of over 80% in size; some results filed as inactive show a strong effect at the top dose
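Using MCF7 cells harboring a BRCA1 firefly luciferase reporter, plated 2 h before compound pinning, the screen measured luminescence after 48 h incubation. Responses were normalized to DMSO and 10 microM genistein, then fitted for concentration-effect.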
PTAP TSG101 blk – blocks PTAP/TSG101 interaction to inhibit HIV-1 budding. AID 493005. Fluorescence polarization, FITC-PTAP peptide / Tsg101 binding. Q99816. Potency, µM (titrated, usually from 115 µM), for inactives: top-dose activity change, negative = inhibition, actives largely listed as inhibitors. 340,000 tested, under 10 active; active means well fitted inhibition curve with a large enough effect in the main read-out, with a control signal flat, not every such curve was filed as active; inconclusive means small, poorly fitted or top-dose-only effect, or effect the other way, or a change in a side signal; inactive means no such curve, though single readings can be large or run the other way; further: potency means the concentration at half of the fitted maximal effect; % of control where 0% means no effect
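Steps: Tsg101 binding domain dispensed (10 uM final), compounds pinned in DMSO, FITC-labeled PTAP-motif peptide added (50 nM final); after 20 min binding at room temperature, polarization measured.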
TRPV1 ag – human TRPV1 agonism; hit rate 0.19% among 320,000; TRPV1-expressing cells, Fluo-8 calcium influx, agonist mode; AID 540275; activation, % at 8.33 µM; Q8NER1; in the data active means activation above about 80%; inconclusive means between about 30% and that limit; further: 0% is about no effect
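Cells expressing TRPV1 were dye-loaded with Fluo-8 and read kinetically: 10 s baseline, 3 min after compound (agonist portion), then 2 min after EC20 capsaicin (allosteric enhancer portion). Calcium-bound dye fluorescence at 480/520 nm.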
p53 reactivation – restores transcriptional activity of mutant p53; H1299 p53-A138V BP100-luciferase reporter, luminescence, 24 h; Potency, µM (doses to about 92.2 µM), inactives show top-dose activity change, positive = activation, actives largely listed as activators; hit rate 0.063% among 320,000; further: potency means the concentration at half of the fitted maximal effect; % of control where 0% means no effect; nearly all actives have a fitted effect of over 45% in size
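p53-null H1299 cells stably carrying temperature-sensitive p53-A138V and a BP100-luciferase reporter were pinned with compounds (4-point, 1:5 series) and held 24 hrs at 37 deg C. Luminescence was read 10 min after detection reagent.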
Integrin act MD – activators of alpha7 integrin expression for muscular dystrophy. Potency, µM (top dose mostly 38.3 µM), for inactives: top-dose activation, actives largely listed as activators. alpha7betagal myoblasts, beta-gal FDG fluorescence, 48 h. hit rate 0.064% among 350,000;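 further: potency means the concentration at half of the fitted maximal effect; 100% = response of the positive control SU9516; nearly all actives have a fitted effect of over 60% in size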
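alpha7betagal+/- myoblasts (passage 13, 250/well) treated 48 h at 37C with compounds at 1:260 dilution of DMSO stock. Lysed, then beta-galactosidase activity read as FDG fluorescence (ex 480/em 540) after 30 min, with pre-read for autofluorescence.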
TCR activator – activators of T cell receptors; primary human leukocytes, anti-CD3, IL-2 HTRF, 48 h; Potency, µM (titrated, usually from 9.22 µM), without a hit: at the highest dose activation of IL-2 secretion, usual class: activators; 330,000 tested, under 10 active; further: % of control where 0% means no effect
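Human primary leukocytes + a-CD3 beads + cpd, 48 hr; IL-2 in supernatant by HTRF (ex 320nm / em 665nm). No co-stimulatory signal supplied.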
A-T KAP1 phos – candidate therapy for ataxia-telangiectasia | […] A-T fibroblasts, KAP-1 phosphorylation AlphaLISA; neocarzinostatin DNA damage 30 min before lysis | Potency, µM (titrated, usually from 57.5 µM), inactives show at the top dose activation, actives largely listed as activators | hit rate 0.19% among 320,000; further: potency means the concentration at half of the fitted maximal effect; % of control where 0% means no effect; nearly all actives have a fitted effect of over 45% in size
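ATM-like activity read as KAP-1 phosphorylation via AlphaLISA donor/acceptor antibody pairs after lysis and 6 hr at 25C. Cells were ATM-null patient fibroblasts ([…], hTERT), dosed 60 min, then exposed to the DSB inducer NCS for 30 min.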
B2AR arrestin – agonists driving beta-arrestin recruitment to human beta2-adrenergic receptor | beta-arrestin recruitment to beta2AR, cell-based reporter | hit rate 0.02% among 330,000 | Potency, µM (series often up to 46.1 µM), inactives show top-dose activation, actives largely listed as activators | P07550;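 further: potency means the concentration at half of the fitted maximal effect; 0% = DMSO controls and full agonism = EC100 isoproterenol or metaproterenol; nearly all actives have a fitted effect of over 65% in size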
ELG1 DNA repair – inhibitors of ELG1-dependent DNA repair in HEK293T cells | HEK293T ELG1-luciferase reporter, luminescence, 16 h; DNA damage induced by 5-fluorouridine | Potency, µM (doses to about 46.1 µM), inactives show at the highest dose activity change, negative = inhibition, actives largely listed as inhibitors | hit rate 2.3% among 330,000 | AID 504467; further: potency means the concentration at half of the fitted maximal effect; on the % scale 0 is the no-effect control and ±100 the full control effect; nearly all actives have a fitted effect of over 55% in size
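HEK293T cells expressing luciferase-tagged ELG1 (2,000/well) received 5-Fluorouridine plus compound or DMSO for 16 hr at 37 °C. Luciferase was read by ONE-Glo luminescence after 30 min at room temperature.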
MLL CXXC-DNA inh – blocks binding of human MLL CXXC domain to DNA. MLL-CXXC / FITC-HOXA9 DNA fluorescence polarization. AID 2662. Potency, µM (titrated, usually from 115 µM), without a hit: at the highest dose activity change, negative = inhibition, usual class: inhibitors. hit rate 0.037% among 290,000. Q03164; active means well fitted inhibition curve with a large enough effect in the polarisation, with a control signal flat, not every such curve was filed as active; inconclusive means small, poorly fitted or top-dose-only effect, or effect the other way, or a change in a side signal; inactive means no such curve, though single readings can be large or run the other way; the % refers to the polarisation; further: potency means the concentration at half of the fitted maximal effect
Target sequence (Q03164 whole entry, looked up, the tested form may be a part): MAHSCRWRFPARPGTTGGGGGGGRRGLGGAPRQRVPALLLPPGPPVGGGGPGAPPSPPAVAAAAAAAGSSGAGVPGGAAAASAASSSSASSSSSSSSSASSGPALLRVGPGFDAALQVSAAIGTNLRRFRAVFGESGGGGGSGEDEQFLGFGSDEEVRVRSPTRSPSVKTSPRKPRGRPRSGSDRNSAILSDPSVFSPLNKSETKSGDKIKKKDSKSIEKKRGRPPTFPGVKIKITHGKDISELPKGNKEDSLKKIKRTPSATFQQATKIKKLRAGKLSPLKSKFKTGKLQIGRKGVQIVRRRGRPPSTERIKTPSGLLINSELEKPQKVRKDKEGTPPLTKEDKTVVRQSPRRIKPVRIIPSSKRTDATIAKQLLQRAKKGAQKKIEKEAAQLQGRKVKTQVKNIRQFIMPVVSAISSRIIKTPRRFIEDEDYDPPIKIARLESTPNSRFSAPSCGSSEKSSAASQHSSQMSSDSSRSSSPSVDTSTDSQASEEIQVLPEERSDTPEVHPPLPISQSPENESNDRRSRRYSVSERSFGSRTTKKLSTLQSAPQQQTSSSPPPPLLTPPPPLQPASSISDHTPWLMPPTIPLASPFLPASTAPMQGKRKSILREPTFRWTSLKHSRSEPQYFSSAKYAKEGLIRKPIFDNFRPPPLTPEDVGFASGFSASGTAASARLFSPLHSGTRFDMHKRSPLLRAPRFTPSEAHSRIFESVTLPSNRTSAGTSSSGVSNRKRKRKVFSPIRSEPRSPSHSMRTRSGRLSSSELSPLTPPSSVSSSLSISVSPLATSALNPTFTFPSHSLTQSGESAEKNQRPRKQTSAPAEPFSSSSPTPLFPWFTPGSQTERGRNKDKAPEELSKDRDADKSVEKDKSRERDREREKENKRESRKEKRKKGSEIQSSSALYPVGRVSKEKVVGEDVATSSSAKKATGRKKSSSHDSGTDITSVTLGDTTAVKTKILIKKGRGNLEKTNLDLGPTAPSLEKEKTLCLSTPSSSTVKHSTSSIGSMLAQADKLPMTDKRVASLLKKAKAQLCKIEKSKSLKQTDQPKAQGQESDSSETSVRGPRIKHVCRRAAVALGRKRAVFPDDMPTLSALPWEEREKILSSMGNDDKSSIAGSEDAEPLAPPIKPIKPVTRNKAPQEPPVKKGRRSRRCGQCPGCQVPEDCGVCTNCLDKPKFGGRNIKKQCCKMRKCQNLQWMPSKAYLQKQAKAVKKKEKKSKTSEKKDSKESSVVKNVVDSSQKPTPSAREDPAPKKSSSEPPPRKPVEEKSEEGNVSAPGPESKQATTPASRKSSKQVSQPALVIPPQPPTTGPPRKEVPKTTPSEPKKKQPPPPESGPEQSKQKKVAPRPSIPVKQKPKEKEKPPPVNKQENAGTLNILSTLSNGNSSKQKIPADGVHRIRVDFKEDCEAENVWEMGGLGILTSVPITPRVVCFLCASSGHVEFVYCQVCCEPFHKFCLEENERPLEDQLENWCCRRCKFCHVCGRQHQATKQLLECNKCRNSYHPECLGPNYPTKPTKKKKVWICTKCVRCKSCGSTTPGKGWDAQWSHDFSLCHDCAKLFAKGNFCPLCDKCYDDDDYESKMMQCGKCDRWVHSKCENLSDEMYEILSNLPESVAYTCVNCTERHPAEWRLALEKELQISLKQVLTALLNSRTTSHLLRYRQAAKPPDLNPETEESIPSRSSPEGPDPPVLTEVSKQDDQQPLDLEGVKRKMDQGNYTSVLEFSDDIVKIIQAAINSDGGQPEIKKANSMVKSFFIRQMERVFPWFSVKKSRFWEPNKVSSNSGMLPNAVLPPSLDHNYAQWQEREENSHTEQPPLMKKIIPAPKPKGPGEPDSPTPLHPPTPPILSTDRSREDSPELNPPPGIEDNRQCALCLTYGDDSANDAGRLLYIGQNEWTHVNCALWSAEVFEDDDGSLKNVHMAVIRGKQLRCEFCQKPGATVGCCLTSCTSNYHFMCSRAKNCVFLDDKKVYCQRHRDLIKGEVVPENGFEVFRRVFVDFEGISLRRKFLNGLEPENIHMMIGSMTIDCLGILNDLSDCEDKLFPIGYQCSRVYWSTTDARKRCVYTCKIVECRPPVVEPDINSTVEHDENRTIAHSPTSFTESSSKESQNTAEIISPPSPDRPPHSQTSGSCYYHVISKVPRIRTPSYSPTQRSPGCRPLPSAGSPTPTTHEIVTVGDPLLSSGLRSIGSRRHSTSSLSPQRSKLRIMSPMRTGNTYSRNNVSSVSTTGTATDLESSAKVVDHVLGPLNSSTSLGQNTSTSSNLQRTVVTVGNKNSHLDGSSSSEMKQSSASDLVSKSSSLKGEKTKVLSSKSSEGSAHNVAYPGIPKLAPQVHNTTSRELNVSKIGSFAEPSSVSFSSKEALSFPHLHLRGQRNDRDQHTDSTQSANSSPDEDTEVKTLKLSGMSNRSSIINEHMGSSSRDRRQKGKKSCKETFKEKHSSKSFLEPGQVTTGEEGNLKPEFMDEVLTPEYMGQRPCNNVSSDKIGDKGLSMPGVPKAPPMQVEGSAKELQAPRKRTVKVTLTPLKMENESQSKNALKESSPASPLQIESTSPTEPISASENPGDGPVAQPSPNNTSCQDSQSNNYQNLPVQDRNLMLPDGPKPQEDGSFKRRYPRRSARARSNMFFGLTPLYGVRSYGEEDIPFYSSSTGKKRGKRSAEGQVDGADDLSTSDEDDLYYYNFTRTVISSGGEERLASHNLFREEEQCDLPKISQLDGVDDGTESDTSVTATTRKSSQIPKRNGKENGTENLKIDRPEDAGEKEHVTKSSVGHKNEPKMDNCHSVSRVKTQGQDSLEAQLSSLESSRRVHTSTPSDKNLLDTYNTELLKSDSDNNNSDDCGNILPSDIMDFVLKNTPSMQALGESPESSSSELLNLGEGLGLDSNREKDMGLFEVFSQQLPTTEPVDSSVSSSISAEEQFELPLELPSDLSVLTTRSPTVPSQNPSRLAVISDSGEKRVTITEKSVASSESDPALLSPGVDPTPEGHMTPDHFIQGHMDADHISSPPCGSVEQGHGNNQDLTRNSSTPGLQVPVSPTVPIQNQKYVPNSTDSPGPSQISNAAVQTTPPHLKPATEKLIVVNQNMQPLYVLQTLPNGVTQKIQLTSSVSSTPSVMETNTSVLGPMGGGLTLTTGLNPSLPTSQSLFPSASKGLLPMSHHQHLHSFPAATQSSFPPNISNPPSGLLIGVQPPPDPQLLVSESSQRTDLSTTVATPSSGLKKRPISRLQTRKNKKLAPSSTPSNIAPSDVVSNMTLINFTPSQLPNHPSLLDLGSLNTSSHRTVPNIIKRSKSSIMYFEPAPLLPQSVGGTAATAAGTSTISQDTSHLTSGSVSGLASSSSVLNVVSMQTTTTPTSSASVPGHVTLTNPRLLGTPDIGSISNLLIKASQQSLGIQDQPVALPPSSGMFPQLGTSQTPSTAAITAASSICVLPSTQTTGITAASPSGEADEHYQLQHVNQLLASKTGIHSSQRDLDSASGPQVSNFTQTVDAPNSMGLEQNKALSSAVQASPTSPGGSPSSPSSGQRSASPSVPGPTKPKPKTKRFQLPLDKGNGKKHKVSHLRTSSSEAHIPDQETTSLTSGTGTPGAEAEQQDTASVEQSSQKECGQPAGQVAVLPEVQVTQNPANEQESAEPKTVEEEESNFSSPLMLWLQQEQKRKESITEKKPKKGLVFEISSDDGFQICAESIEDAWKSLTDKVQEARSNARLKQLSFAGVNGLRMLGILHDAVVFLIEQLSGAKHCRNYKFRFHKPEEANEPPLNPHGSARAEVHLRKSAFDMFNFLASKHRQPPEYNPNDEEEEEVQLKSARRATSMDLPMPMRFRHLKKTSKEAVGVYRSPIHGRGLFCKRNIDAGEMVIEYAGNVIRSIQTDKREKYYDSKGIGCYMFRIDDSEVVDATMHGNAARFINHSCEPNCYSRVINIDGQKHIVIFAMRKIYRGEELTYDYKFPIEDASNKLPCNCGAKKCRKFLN
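Fluorescence polarization: 7 uM MLL-CXXC (stock) preincubated 5 min with compounds, then 50 nM fluorescein-HOX-A9 DNA (stock) added; 30 min ambient. Buffer 50 mM Tris-HCl pH 7.5, 50 mM NaCl, 1 mM DTT, 0.05% BSA.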
Active calls of the source: *; ? = inconclusive; / = no result given; [ ] = remark or other dose. Unless noted, the call rests on the fitted dose curve; in most records, active means well fitted curve in the direction sought with a large enough effect; inconclusive means small, poorly fitted or top-dose-only effect, or another doubt; inactive means no such curve, though single readings can be large; an effect the other way counts as inactive or inconclusive.

SMILES	BRCA1 expr up	PTAP TSG101 blk	TRPV1 ag	p53 reactivation	Integrin act MD	TCR activator	A-T KAP1 phos	B2AR arrestin	ELG1 DNA repair	MLL CXXC-DNA inh
O=C(COc1ccc2c3c(c(=O)oc2c1)CCC3)NCCN1CCOCC1	15%	-1%	3	-7%	36%	-2%	-3%	-0.4%	?	-3%
CC(C)Cc1ccccc1S(N)(=O)=O	12%	-2%	1	/	29%	-18%	-2%	0.5%	18%	-2%
O=S(=O)(/N=C(/Nc1cc(N2CCOCC2)ncn1)c1ccccc1)c1ccccc1	-1%	0%	1	?	30%	-1%	1%	-1.2%	-6%	9%
CCOc1ccc(/C=C\c2nc(O)c([N+](=O)[O-])c(=O)[nH]2)cc1OCC	-1%	-3%	1	3%	10%	-4%	-27%	0.4%	-6%	-25%
CN(C(=O)COC(=O)c1ccc2c(=O)n3c(nc2c1)CCC3)c1ccccc1	-15%	-5%	1	-4%	-16%	1%[46.1 µM]	6%	0.6%	5%	5%
CCn1c(CC(=O)Nc2ccccc2)nnc1SCC(=O)Nc1nncs1	-1%	-1%	0	-3%	-12%	-10%	-2%	-0.1%	15%	5%
CCN(c1ccccc1)S(=O)(=O)c1ccc2[nH]c(=O)c(=O)[nH]c2c1	-1%	0%	-2	1%	0%	-3%	-1%	-0.2%	0%	4%
Cc1cc(SCC(=O)NCCN2C(=O)CSC2=O)nc2ccccc12	17%	-2%	?	-14%	-2%	-18%[46.1 µM]	10%	1.4%	2%	-2%
CCC(C)c1ccccc1N1CC(C(=O)Nc2ccc(N3CCOCC3)cc2)CC1=O (stereo unspecified)	3%	-2%	9	-10%	2%	9%	7%	-0.2%	4%	/
Cc1ccc(-c2cc(C(=O)OCC(=O)N(C)C3CCS(=O)(=O)C3)c3ccccc3n2)o1 (stereo unspecified)	65%	-6%	15	5%	13%	-4%	4%	-0.2%	?	-5%
Cc1nn(C)cc1CNC(=O)Nc1cccc(Cl)c1	?	-9%	-1	16%	11%	3%	6%	-0.4%	?	4%
COc1ccc(C(=O)NC(=S)NCc2cccnc2)cc1Cl	-30%	-4%	2	-5%	-26%	-7%	-4%	-0.2%	?	6%
COc1ccc(-c2c(C)cc3oc(=O)cc(-c4ccccc4)c3c2C)cc1OC	-31%	-2%	/	-12%	-10%	2%[46.1 µM]	1%	-0.1%	-11%	/
COc1ccc(Cl)cc1NC(=O)CN(C)CC(=O)NC(C)c1ccccc1 (stereo unspecified)	-7%	-3%	-8	-6%	-29%	-16%	6%	-0.1%	?	-1%
Nc1ccc(/C=C/C(=O)c2ccco2)cc1	57%	25%	16	?	-25%	1%[46.1 µM]	19%	0.2%	?	8%
CCOC(=O)c1nn(-c2ccccc2)c(=O)cc1SC(C)C	-15%	-2%	2	8%	-1%	-4%	/	0.4%	-15%	0%
COc1cnn(-c2ccc(F)cc2)c(=O)c1Br	-27%	-4%	-12	0%	-9%	5%	4%	-0.2%	0%	0%
CCOC(=O)C1CCN(C/C=C/c2ccccc2)CC1	0%	-8%	0	2%	12%	4%	0%	-0.4%	-1%	2%
CC(=O)N1CC(C)Sc2ccc(S(=O)(=O)N3CCCCC3)cc21 (stereo unspecified)	-18%	0%	10	0%	-50%[inhibitor]	-1%	-2%	-0.1%	-6%	0%
O=C(O)C[C@H]1c2cc(F)ccc2S(=O)(=O)N1C1CCN(Cc2ccccc2)CC1	-7%	-1%	/	/	-8%	-4%	/	/	/	/
CN1/C(=C\C(=O)c2oc3ccccc3c2N)C(C)(C)c2ccccc21	9%	0%	?	-1%	-6%	-3%	8%	0.1%	13µM*	-7%
CC1CCN(S(=O)(=O)c2ccc(C(=O)N3CCCC3C(=O)O)cc2)CC1 (stereo unspecified)	3%	-8%	-2	2%	?	-2%	2%	0.2%	10%	/
CCN(CC)S(=O)(=O)c1ccc2c(c1)C(=NO)c1cc(S(=O)(=O)N(CC)CC)ccc1-2	-84%	0%	6	12%	-47%[inhibitor]	-2%[46.1 µM]	-4%	0.2%	7.3µM*	1%
COc1ccc(OC)c(C2NC(=O)NC(C)=C2C(=O)OC2CCCCC2)c1 (stereo unspecified)	-27%	-2%	3	-6%	20%	/	-4%	5.0%	26%	4%
Cc1[nH]nc(SCC(=O)NCc2ccc(Cl)cc2)c1[N+](=O)[O-]	-23%	-2%	19	-6%	10%	-3%	7%	-0.6%	10%	2%
CC(C)Oc1cccc(-c2cc(C(=O)NN3CCOCC3)c3ccccc3n2)c1	-3%	-5%	1	-19%	?	0%	4%	-0.8%	-12%	-5%
O=Cc1sc(=O)n(Cc2cccc(C(=O)O)c2)c1Cl	1%	-2%	6	-2%	?	-5%	12%	-0.1%	0%	15%
COC(=O)c1ccc(Cn2cnc3c(sc4nc(N5CCOCC5)c5c(c43)CCCC5)c2=O)o1	-12%	0%	2	4%	-28%	1%	4%	-0.1%	?	4%
Cc1cc(C)c(NC(=O)c2ccc3c(c2)CCN3S(C)(=O)=O)c(C)c1	-10%	-3%	28	-4%	3%	-8%	-2%	-0.8%	0%	9%
CN(C)/C=C(\C#N)C(=O)c1cccnc1Oc1cccc(F)c1	-3%	-5%	-2	2%	8%	-4%	5%	0.3%	?	2%
Cn1c(=O)oc2cc(S(=O)(=O)NCCC(=O)NC3CCCc4ccccc43)ccc21 (stereo unspecified)	-25%	-4%	-2	-6%	-4%[7.66 µM]	2%	10%	-0.1%	-2%	11%
CCc1ccc(N(CC)C(=O)c2cn(C)c(=O)c3ccccc23)cc1	-32%	-2%	-3	-6%	0%	1%	-14%	-0.7%	?	0%
CCc1ccc(CNC(=O)C2CCCN(S(=O)(=O)N3CC(C)CC(C)C3)C2)cc1 (stereo unspecified)	-23%	-2%	4	1%	-36%	12%	3%	0.1%	1%	-17%
O=C(N/C(=C/c1ccco1)C(=O)N1CCCCC1)c1cccs1	-4%	-7%	4	-8%	-9%	-3%	0%	0.2%	1%	-2%
Cc1nc2ccccc2c(=O)n1NC(=O)c1ccccc1[N+](=O)[O-]	-8%	-2%	-5	4%	-17%	-18%	-13%	0.2%	?	6%
COc1cc(-c2cc(-c3ccc(O)cc3)nc(N)c2C#N)ccc1O	-82%	-1%	0	-3%	1%	/	3%	0.2%	?	0%
O=C(c1ccco1)N1CCN(c2ncnc3c2[nH]c2ccccc23)CC1	/	/	-1	?	/	/	1%	-1.2%	?	-14%
COc1ccc(CNC(=O)c2cnn3c(C(F)F)cc(C)nc23)cc1OC	-17%	-1%	0	-4%	-10%	1%	5%	-0.3%	?	6%
CC(N=Cc1nc(-c2ccccc2)oc1O)c1ccccc1 (stereo unspecified)	33%	-2%	24	15%	18%	3%	3%	0.0%	?	-6%
C/C(CCC1CC(C)OC1=O)=N\NC(N)=O (stereo unspecified)	23%	0%	0	4%	2%	-5%	?	0.2%	6%	1%

Pulled by compound from the list above (2):
SMILES	BRCA1 expr up	PTAP TSG101 blk	TRPV1 ag	p53 reactivation	Integrin act MD	TCR activator	A-T KAP1 phos	B2AR arrestin	ELG1 DNA repair	MLL CXXC-DNA inh
Cc1cc(C)c(NC(=O)c2ccc3c(c2)CCN3S(C)(=O)=O)c(C)c1	-10%	-3%	28	-4%	3%	-8%	-2%	-0.8%	0%	9%
O=C(c1ccco1)N1CCN(c2ncnc3c2[nH]c2ccccc23)CC1	/	/	-1	?	/	/	1%	-1.2%	?	-14%

(further entries)
SMILES	BRCA1 expr up	PTAP TSG101 blk	TRPV1 ag	p53 reactivation	Integrin act MD	TCR activator	A-T KAP1 phos	B2AR arrestin	ELG1 DNA repair	MLL CXXC-DNA inh
COc1ccc2[nH]c3c(c2c1)CCN1C(=O)C(CC(=O)NCCN2CCOCC2)C[C@H](C(=O)N2CCOCC2)[C@@]31CCC1CCCC1 (stereo partly specified)	-2%	-1%	/	4%	3%	-2%[46.1 µM]	11%	-0.1%	?	/
O=C(CN=C1NC(=O)C(c2ccccc2)(c2ccccc2)N1)NCc1ccc(F)cc1	-7%	-2%	6	-3%	12%	-3%[46.1 µM]	-7%	-0.4%	-8%	17%
COc1ccc(-c2noc(CCC(=O)NCCN3CCN(c4ccccc4F)CC3)n2)cc1	-2%	-4%	2	3%	-25%	2%	-3%	0.3%	?	4%
COc1ccc(Br)cc1C1Nc2ccccc2C(=O)N1NC(=O)c1ccncc1 (stereo unspecified)	-9%	0%	4	-4%	6%	4%	12%	0.2%	2%	-8%
Cc1ccccc1-c1n[nH]c(=S)n1/N=C/c1c(C)nn(-c2ccccc2)c1C	4%	0%	10	-37%[inhibitor]	-16%	0%[46.1 µM]	7%	-0.5%	0%	1%
CCCC(C)C(=O)Nc1ccc(C(N)=O)cc1 (stereo unspecified)	1%	-4%	9	0%	36%[7.66 µM]	-6%	-1%	-0.2%	15%	-1%
Cc1cc(OC(=O)c2ccc(S(=O)(=O)N3CCCC3)cc2)c([N+](=O)[O-])c(=O)[nH]1	-6%	-4%	-4	1%	10%	3%	4%	-0.5%	9%	1%
COc1cccc(N2CCN(C(=O)c3cccn4c(=O)c5c(C)c(C)sc5nc34)CC2)c1	-10%	-2%	-3	-1%	41%	-8%	2%	0.1%	-14%	1%

Screens (PubChem BioAssay)
